Tau fluor counter – Counterscreen qHTS for Inhibitors of Tau Fibril Formation, Fluorescence Polarization; tau K18 P301L Alexa594 fluorescence, heparin fibrillization; Potency, µM (top dose mostly 57.7 µM), inactives show at the top dose activity change, negative = decrease; 280,000 tested, 0.93% active; AID 1463, 2008; note: % is set by controls: 0 for no effect and ±100 for the full control effect; nearly all actives have a fitted effect of over 55% in size
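Human K18 P301L tau (15 uM unlabeled plus 0.24 uM Alexa 594-labeled, final) in 100 mM sodium acetate pH 7 was mixed with compound and 20 uM heparin and incubated 6 hr at 37 C.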
Tau fibril ThT – qHTS for Inhibitors of Tau Fibril Formation, Thioflavin T Binding | Potency, µM (doses to about 57.4 µM), for the others: top-dose activity, negative = inhibition, hits mostly inhibitors | Microtubule-associated protein tau (Homo sapiens), P10636 | 270,000 tested, 2.1% active | AID 1460, 2008 | recombinant tau K18 P301L (four-repeat tau fragment), heparin-induced fibrillization, ThT fluorescence; note: % is set by controls: 0 for no effect and ±100 for the full control effect; nearly all actives have a fitted effect of over 55% in size
Target sequence (P10636 561-689 P618L limits assumed): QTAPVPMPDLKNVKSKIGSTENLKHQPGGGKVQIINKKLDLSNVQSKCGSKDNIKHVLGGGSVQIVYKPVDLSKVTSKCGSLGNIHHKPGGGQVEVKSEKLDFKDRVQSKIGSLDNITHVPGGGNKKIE
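Heparin-induced (20 uM) aggregation of recombinant human K18 P301L tau, 15 uM unlabeled with 0.24 uM labeled, pH 7 acetate buffer, 6 hr at 37 C with compound. Fibrils quantified by 30 uM ThT fluorescence after 1 hr ambient incubation.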
GAA inhib – qHTS Assay for Inhibitors of Human alpha-Glucosidase as a Potential Chaperone Treatment of Pompe Disease | 200,000 tested, 0.005% active | Potency, µM (series often up to 76.9 µM), inactives show top-dose activity change, negative = inhibition, most hits filed as inhibitors | purified human GAA, 4-MU-alpha-glucoside fluorescence;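 note: plate controls were uninhibited enzyme wells for no effect and no-enzyme background for full effect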
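Read-out is 4-methylumbelliferone fluorescence (Ex 365/Em 440 nm) after NaOH/glycine stop at pH 10. Enzyme 4 nM, substrate 400 uM, pH 5.0 citrate buffer, 20 min room temperature; AC50 from Hill-equation concentration-response.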
aGal spleen mod – qHTS Assay for Inhibitors and Activators of Human alpha-Galactosidase From Spleen Homogenate; Alpha-galactosidase A (Homo sapiens), P06280; human spleen homogenate, 4MU-alpha-Gal fluorescence, 40 min; Potency, µM (doses to about 80 µM), without a hit: top-dose activity change, negative = inhibition, most hits filed as inhibitors; 240,000 tested, 0.008% active; AID 2107, 2009;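 note: 0% = enzyme with vehicle and -100% = no enzyme basal signal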
Target sequence (P06280 32-429 limits assumed): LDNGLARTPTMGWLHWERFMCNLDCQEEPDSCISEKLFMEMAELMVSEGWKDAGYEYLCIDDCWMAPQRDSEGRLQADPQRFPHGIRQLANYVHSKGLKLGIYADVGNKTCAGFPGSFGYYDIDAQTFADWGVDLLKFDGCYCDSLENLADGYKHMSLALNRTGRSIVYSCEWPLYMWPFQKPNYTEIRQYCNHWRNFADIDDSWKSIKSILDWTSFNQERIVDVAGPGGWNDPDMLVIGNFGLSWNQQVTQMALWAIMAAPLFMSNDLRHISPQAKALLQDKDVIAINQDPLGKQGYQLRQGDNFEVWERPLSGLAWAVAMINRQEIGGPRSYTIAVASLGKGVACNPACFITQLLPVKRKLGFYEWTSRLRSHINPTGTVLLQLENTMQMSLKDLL
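Inhibition or activation of alpha-galactosidase in human spleen homogenate is scored by 4-MU fluorescence after 40 min at 37C, pH 5.0, with 1 mM substrate. AC50s come from concentration-response fitted to the Hill equation.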
GAA glycogen – qHTS Assay for Inhibitors and Activators of Human alpha-Glucosidase Cleavage of Glycogen | Lysosomal alpha-glucosidase (Homo sapiens), P10253 | recombinant GAA, glycogen substrate, Amplex Red glucose oxidase fluorescence | Potency, µM (highest dose often 76.4 µM), without a hit: at the highest dose activity change, negative = inhibition, actives largely listed as inhibitors | 300,000 tested, 0.38% active;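 note: 0% = full enzyme reaction and -100% = no-enzyme basal signal; the screen sought inhibitors and activators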
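Recombinant enzyme (4 nM final) with compounds titrated up to 77 uM and bovine liver glycogen (30 ug) in citrate pH 5.0, 0.01% Tween-20, 37 C 40 min. Released glucose detected by Amplex Red/glucose oxidase (Ex 573/Em 610); AC50 from Hill fits.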
Tau fibril FP – qHTS for Inhibitors of Tau Fibril Formation, Fluorescence Polarization | 280,000 tested, 0.39% active | Potency, µM (top dose mostly 57.7 µM), inactives show top-dose activity, negative = inhibition, most hits filed as inhibitors | Microtubule-associated protein tau (Homo sapiens), P10636 | K18 P301L tau heparin fibrillization, Alexa594 FP, 6 h; note: % is set by controls: 0 for no effect and ±100 for the full control effect; nearly all actives have a fitted effect of over 55% in size
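Human K18 P301L fragment (15 uM unlabeled plus 0.24 uM Alexa 594-labeled) in 100 mM sodium acetate pH 7 with compound, aggregation induced by 20 uM heparin for 6 hr at 37 C. ThT (30 uM) added for 1 hr, then Alexa 594 FP read.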
aGlu spleen mod – qHTS Assay for Inhibitors and Activators of Human alpha-Glucosidase From Spleen Homogenate. Lysosomal alpha-glucosidase (Homo sapiens), P10253. AID 2112, 2009. human spleen homogenate, 4-MU-alpha-glucoside fluorescence. Potency, µM (top dose mostly 79.9 µM), for inactives: top-dose activity change, negative = inhibition, usual class: inhibitors. 240,000 tested, 0.006% active;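 note: 0% = enzyme with vehicle and -100% = no enzyme basal signal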
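Enzyme source: human spleen homogenate, 1 ug/well. Buffer 50 mM citric acid/K phosphate pH 5.0, 0.01% Tween-20. 4-MU-alpha-glucoside 1 mM; 37 C x 40 min; NaOH/glycine stop; fluorescence.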
HTT ATP protect – qHTS Multiplex Assay to Identify Dual Action Probes in a Cell Model of Huntington: Cytoprotection (ATP). 230,000 tested, 0.14% active. PC12 HTT-Q103 induced, cytoprotection, ATP luminescence, 40 h. Potency, µM (doses to about 56.4 µM), for inactives: cytoprotection (ATP increase), actives largely listed as activators. AID 1471, 2008;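 note: % of control where 0% means no effect; nearly all actives have a fitted effect of over 45% in size; toxic huntingtin expression switched on by the ecdysone agonist tebufenozide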
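PC12 cells stably carrying ecdysone-inducible Htt exon 1 (Q103)–GFP were induced with 100 nM tebufenozide (final) alongside library compounds in a dose series. Cytoprotection was scored as retained ATP by ATPlite luminescence.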
The depositor's hits bear a star; ? = inconclusive; nt = not tested or not shown; & = joins results of further samples; [ ] = another dose, or the depositor's remark. Calls come from the whole dose curve; as a rule, active = well fitted curve in the direction sought with a large enough effect; inconclusive = small, poorly fitted or top-dose-only effect, or another doubt; inactive = no such curve, though single readings can be large; an effect the other way counts as inactive or inconclusive. Potency is the fitted concentration of half-maximal effect. Some of the compounds tested. The share of hits here may be higher or lower than overall.

SMILES	Tau fluor counter	Tau fibril ThT	GAA inhib	aGal spleen mod	GAA glycogen	Tau fibril FP	aGlu spleen mod	HTT ATP protect
Cc1cccn2c(NCC3CCCO3)c(C(C)C)nc12 (centres undefined)	0%	-5%	1%	-12%	?	-3%	-5%	9%
O=c1[nH]c(=S)[nH]c(O)c1N=Nc1ccc2c(c1)OCCO2	-18%	2.2µM*	nt	0%	9%	-13%	-5%	11%[10 µM]
N#CC(C#N)=Cc1cccnc1	-9%	?	14%	-2%	17%	?	1%	-14%
CCc1ccc(N2C(=O)NC(=O)/C(=C\c3cccn3CCOc3ccc(C(C)C)cc3)C2=O)cc1	-6%	?	3%	2%	-5%	-7%	-4%	nt
CC(n1cc(C[C@H](N)C(=O)O)c2ccccc21)n1cc(C[C@H](N)C(=O)O)c2ccccc21	-19%	?	nt	-10%	nt	?	17%	-15%
CCOC(=O)C1=C(NC(=S)NC(=O)c2ccccc2)c2ccccc2CC12CCCC2	-15%	-8%	1%	2%	-6%	-5%	-7%	24%[10 µM]
CCOC(=O)c1c(C)n(Cc2ccco2)c2c1cc(O)c1ccccc12	-27%	-9%	-1%	10%	?	-1%	1%	-14%
CN1C(=O)C(=Cc2ccc(N3CCOCC3)c([N+](=O)[O-])c2)C(=O)N(C)C1=O	-18%	?	9%	-11%	1%	-6%	-8%	-51%[inhibitor]
COc1ccc(CC2NC[C@H](O)[C@H]2OC(C)=O)cc1 (some centres undefined)	-6%	-8%	nt	15%	nt	-3%	11%	-247%[inhibitor]
OC(c1ccccc1)(c1ccccc1)C1CCCN1 (centres undefined)	-8%	-17%	-7%[15.4 µM]	3%	8%	-4%	6%	-48%[inhibitor]
CN1C(=O)N(C)C(=O)C2(Cc3ccccc3N3CCOCC32)C1=O (centres undefined)	-6%	-10%	7%	6%	-4%	-14%	-16%	-7%[0.074 µM]
Cc1ccc(-c2nn(Cc3ccccc3)cc2C(=O)O)cc1	0%	nt	nt	3%	4%	-3%	-10%	-18%[10 µM]
COc1ccc(-n2c(O)c(C(C)=NCc3ccco3)c(=O)[nH]c2=O)cc1	-2%	-8%	7%	-4%	8%	-4%	-15%	-12%[0.074 µM]
CCCC(=O)C1C(=O)NC(=O)NC1=O	-4%	-5%	-5%	-1%	1%	-8%	9%	-3%
CSc1nc2ccccc2c(=O)n1-c1cccnc1	3%	0%	nt	9%	7%	8%	2%	0%[10 µM]
Cc1nccc2c1[nH]c1ccccc12	-12%&-27%&-5%&-2%&-10%	-4%&-8%&7%&9%&9%	nt	5%	-1%	?	7%	16%[1.9 µM]
CCN1C[C@]2(C)CC[C@H](OC)[C@@]34[C@H]1C1(OCO[C@@]15C[C@H](OC)C1C[C@]3(O)C5[C@H]1OC)[C@@H](O)[C@H]24	-2%	-2%	nt	4%	nt	2%	1%	-1%
O=C(CN1CC(c2ccccc2)CC1=O)Nc1ccc(F)cc1 (centres undefined)	-9%	-3%	-1%	4%	2%	-13%	-16%	-8%
CN(C)c1ccc(C(O)P(=O)(OC2CCCCC2)OC2CCCCC2)cc1 (centres undefined)	-2%	-9%	nt	3%	?	9%	-4%	-10%[10 µM]
O=C1CC(N2CC=C(c3ccc(F)cc3)CC2)C(=O)N1c1ccc(F)cc1 (centres undefined)	?	32µM*	5%	-4%	?	?	-12%	-14%
CCCC(=O)N(C)C1=Nc2ccc(Cl)cc2C(c2ccccc2)=[N+]([O-])C1	-23%	-6%	nt	2%	1%	-12%	-10%	3%[10 µM]
Cc1cc(NC(=O)c2noc3c2CCCCC3)no1	-8%	-8%	?	-2%	1%	-4%	-3%	-22%
CC(=O)OCOCC(=O)OCO[P+](=O)C(OCOC(C)=O)c1cc([N+](=O)[O-])ccc1Oc1ccc(Br)cc1 (centres undefined)	-5%	-8%	nt	-5%	nt	-6%	-3%	9%
O=C(c1ccccc1)C(CN1CCCC1)c1ccccc1 (centres undefined)	17%	-14%	-5%	2%	3%	13%	-1%	?
COc1ccc(Oc2cc(NC(=O)c3nn(C)cc3[N+](=O)[O-])cc([N+](=O)[O-])c2)cc1	-1%	-3%	-8%	-2%	-6%	2%	-3%	?

Reformatted: entries from further up.
CCCC(=O)C1C(=O)NC(=O)NC1=O
  Tau fluor counter: -4%; Tau fibril ThT: -5%; GAA inhib: -5%; aGal spleen mod: -1%; GAA glycogen: 1%; Tau fibril FP: -8%; aGlu spleen mod: 9%; HTT ATP protect: -3%
CSc1nc2ccccc2c(=O)n1-c1cccnc1
  Tau fluor counter: 3%; Tau fibril ThT: 0%; GAA inhib: nt; aGal spleen mod: 9%; GAA glycogen: 7%; Tau fibril FP: 8%; aGlu spleen mod: 2%; HTT ATP protect: 0%[10 µM]

More compounds:
SMILES	Tau fluor counter	Tau fibril ThT	GAA inhib	aGal spleen mod	GAA glycogen	Tau fibril FP	aGlu spleen mod	HTT ATP protect
Cc1nn(-c2ccccc2)c2c1C(c1ccc3c(c1)OCO3)SCC(=O)N2 (centres undefined)	-9%	-7%	-6%	2%	9%	-2%	0%	10%[10 µM]
O=C(c1c[nH]cc1-c1ccccc1)c1cccc2ccccc12	?	-11%	-7%	0%	-4%	?	-1%	-10%[1.9 µM]
Cc1ccccc1CN1CCN(c2ccc(Cl)cc2)CC1	-2%	-8%	-5%	6%	2%	13%	-15%	1%[10 µM]
Cc1ccc(-n2c(-c3ccc([N+](=O)[O-])cc3)nc3ccccc3c2=O)cc1	-14%	-6%	4%	1%	-8%	6%	2%	21%[10 µM]
c1cc2c(cc1[C@H]1OC[C@@H]3[C@H]1CO[C@H]3c1ccc3c(c1)OCO3)OCO2	?	?	nt	-8%	nt	-2%	-5%	-8%[1.9 µM]
Cc1ccccc1NC1=NCC(C)S1 (centres undefined)	-3%	-5%	-14%	5%	4%	-5%	1%	13%
O=C(COC(=O)Cc1ccccc1)Nc1ncc(Cl)cc1Cl	-10%	-12%	0%	-7%	4%	3%	-7%	18%
CSc1ncc(CN2CCCC(C(=O)c3ccccc3SC)C2)cn1 (centres undefined)	-15%	-8%	nt	4%	1%	-1%	-2%	36%[10 µM]
COc1ccccc1NC1=NCCS1	1%	-7%	2%	-3%	-18%	6%	1%	-1%
CC(=O)[C@@]1(O)CC[C@H]2[C@@H]3CCC4=CC(=O)CC[C@]4(C)[C@H]3CC[C@@]21C	-5%	?	-5%[15.4 µM]	-3%	-1%	9%	2%	-16%
C=C(C)[C@]12C[C@@H](C)[C@@]34O[C@](Cc5ccccc5)(O[C@@H]1[C@@H]3C=C(COC(=O)Cc1ccc(O)c(OC)c1)C[C@]1(O)C(=O)C(C)=C[C@@H]41)O2	?	?	nt	3%	nt	12%	-5%	-333%[inhibitor]
NCCNc1ccc([N+](=O)[O-])c2cccnc12	-8%	?	-2%	3%	-1%	3%	2%	nt
COc1cc([C@@H]2c3cc4c(cc3[C@@H](OC)[C@H]3COC(=O)[C@H]23)OCO4)cc(OC)c1O	-10%	-10%	nt	5%	0%	1%	-16%	-64%[inhibitor][10 µM]
CNCCCc1ccccc1	-1%	3%	9%	-7%	0%	3%	-3%	-44%[inhibitor]
CSCCC(N=Cc1c(O)n(-c2ccc(F)cc2)c(=O)[nH]c1=O)C(=O)OC(C)(C)C (centres undefined)	-7%	-4%	1%	-23%	5%	-6%	-8%	-11%
O=C(c1cccc(C(F)(F)F)c1)C1CCCN(Cc2ncc[nH]2)C1 (centres undefined)	-8%	-4%	-23%	4%	12%	5%	0%	6%[10 µM]
COc1ccc(CC2C(=O)N(C)C(=O)N(C)C2=O)c(OC)c1	-20%	?	15%	-4%	-27%	?	0%	1%[0.074 µM]
CCOC(=O)C(O)(c1ccc(NC(=O)c2ccc(Cl)c(Cl)c2)cc1)C(F)(F)F (centres undefined)	?	-7%	nt	-2%	-6%	?	-3%	16%[10 µM]

Structural class, the entries above with an NH in an aromatic ring (6)
SMILES	Tau fluor counter	Tau fibril ThT	GAA inhib	aGal spleen mod	GAA glycogen	Tau fibril FP	aGlu spleen mod	HTT ATP protect
O=c1[nH]c(=S)[nH]c(O)c1N=Nc1ccc2c(c1)OCCO2	-18%	2.2µM*	nt	0%	9%	-13%	-5%	11%[10 µM]
COc1ccc(-n2c(O)c(C(C)=NCc3ccco3)c(=O)[nH]c2=O)cc1	-2%	-8%	7%	-4%	8%	-4%	-15%	-12%[0.074 µM]
Cc1nccc2c1[nH]c1ccccc12	-12%&-27%&-5%&-2%&-10%	-4%&-8%&7%&9%&9%	nt	5%	-1%	?	7%	16%[1.9 µM]
O=C(c1c[nH]cc1-c1ccccc1)c1cccc2ccccc12	?	-11%	-7%	0%	-4%	?	-1%	-10%[1.9 µM]
CSCCC(N=Cc1c(O)n(-c2ccc(F)cc2)c(=O)[nH]c1=O)C(=O)OC(C)(C)C (centres undefined)	-7%	-4%	1%	-23%	5%	-6%	-8%	-11%
O=C(c1cccc(C(F)(F)F)c1)C1CCCN(Cc2ncc[nH]2)C1 (centres undefined)	-8%	-4%	-23%	4%	12%	5%	0%	6%[10 µM]
